Screens from PubChem.
Tb PFK inh: blocks T. brucei phosphofructokinase | O15648 | 330,000 tested, 0.17% active | AID 485367 | Potency, µM (top dose mostly 57.5 µM), for inactives: at the highest dose activity, negative = inhibition, hits mostly inhibitors | T. brucei PFK, ADP-Glo luminescence;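 note: potency is the fitted concentration of half-maximal effect; 0% = uninhibited 1x PFK enzyme wells and -100% = no-enzyme wells; nearly all actives have a fitted effect of over 60% in size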
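Activity is normalized to no-enzyme wells (full inhibition) and 1.25 nM enzyme wells (no inhibition). Reaction: 0.5 mM F6P, 0.1 mM ATP, 45 min RT, ADP-Glo luminescence; concentration-response curves fitted and classed by quality.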
PKM2 act: PKM2 (human) enzyme activation; P14618; purified PKM2, Kinase-Glo ATP luminescence, activation; response scale: 0% is enzyme alone, no compound; Potency, µM (doses to about 57.5 µM), for the others: at the highest dose activation, most hits filed as activators; 260,000 tested, 0.34% active; AID 1631; note: potency is the fitted concentration of half-maximal effect; % is set by controls: 0 for no effect and ±100 for the full control effect; nearly all actives have a fitted effect of over 55% in size
Target sequence (P14618 whole entry, looked up): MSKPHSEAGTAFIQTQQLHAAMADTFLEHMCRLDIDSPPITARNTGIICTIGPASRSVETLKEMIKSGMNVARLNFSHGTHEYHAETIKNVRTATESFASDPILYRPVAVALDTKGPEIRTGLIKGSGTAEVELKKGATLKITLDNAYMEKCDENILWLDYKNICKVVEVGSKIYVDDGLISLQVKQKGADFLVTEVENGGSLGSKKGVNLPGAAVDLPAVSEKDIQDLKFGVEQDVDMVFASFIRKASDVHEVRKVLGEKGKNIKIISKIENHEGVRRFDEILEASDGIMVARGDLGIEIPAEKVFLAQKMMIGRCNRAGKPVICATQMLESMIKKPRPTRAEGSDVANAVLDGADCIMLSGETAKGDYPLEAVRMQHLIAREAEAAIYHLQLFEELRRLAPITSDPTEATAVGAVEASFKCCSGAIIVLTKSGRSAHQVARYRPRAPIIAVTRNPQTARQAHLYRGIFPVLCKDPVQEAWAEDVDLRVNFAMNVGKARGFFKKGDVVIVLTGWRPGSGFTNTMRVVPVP
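hPK-M2, >95% pure; 0.1 mM ADP / 0.5 mM PEP final; imidazole pH7.2 buffer w/ 7 mM MgCl2, 50 mM KCl; 1 h RT; Kinase-Glo lum. Intermediate enzyme activity for dual inhibitor/activator qHTS.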
S-ASM inh: human S-ASM enzyme inhibition | P17405 | placental ASM, HMU-PC fluorogenic substrate, 60 min | Potency, µM (top dose mostly 57.5 µM), for inactives: at the top dose activity change, negative = inhibition, usual class: inhibitors | 340,000 tested, 0.006% active | AID 504937; note: potency is the fitted concentration of half-maximal effect
Target sequence (P17405 47-631 limits assumed): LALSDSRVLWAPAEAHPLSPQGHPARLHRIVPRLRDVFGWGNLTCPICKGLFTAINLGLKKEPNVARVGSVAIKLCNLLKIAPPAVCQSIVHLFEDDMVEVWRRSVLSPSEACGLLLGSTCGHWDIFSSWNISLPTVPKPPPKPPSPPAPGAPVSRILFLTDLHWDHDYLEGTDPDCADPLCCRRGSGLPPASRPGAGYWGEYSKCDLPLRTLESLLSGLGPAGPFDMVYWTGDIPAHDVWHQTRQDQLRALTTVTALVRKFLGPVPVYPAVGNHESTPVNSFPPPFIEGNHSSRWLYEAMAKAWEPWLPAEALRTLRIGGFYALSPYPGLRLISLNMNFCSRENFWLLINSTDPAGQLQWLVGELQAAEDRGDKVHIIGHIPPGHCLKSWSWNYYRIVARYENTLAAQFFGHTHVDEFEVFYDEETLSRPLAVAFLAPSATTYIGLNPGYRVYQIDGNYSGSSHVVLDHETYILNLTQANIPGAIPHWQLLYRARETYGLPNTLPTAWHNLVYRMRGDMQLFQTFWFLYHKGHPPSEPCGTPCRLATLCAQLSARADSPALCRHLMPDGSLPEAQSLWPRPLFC
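qHTS format. ASM enzyme prepared from human placenta hydrolyses the fluorogenic substrate HMU-PC0 (9 uM final) over 60 min at 37 °C after a 10 min compound preincubation.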
Giardia kill: Giardia lamblia killing. Giardia lamblia trophozoite viability. activity change, % at 7.66 µM, hits read low. 340,000 tested, 0.15% active. AID 540267; in the data active = activity change below about -80%; inconclusive = between about -30% and that limit;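 note: parasites exposed to compound for two days anaerobically before the ATP read; % is set by controls: 0 for no effect and ±100 for the full control effect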
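Giardia trophozoites, 100 cells per well, were exposed to compounds for 48 hrs at 37 deg C under anaerobic conditions; viability was then read as ATP content by bioluminescence after 15-30 min at room temperature.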
Coupling enz: inhibits coupling enzyme system, counter-screen for aldolase hits; 290,000 tested, 0.67% active; AID 2472; activity change, negative = inhibition, % at 58.2 µM, hits read low; coupling enzyme system counterscreen, AmpLite Red fluorescence; in the data active = activity change below about -30%; note: % is set by controls: 0 for no effect and ±100 for the full control effect
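Compounds tested against the coupling enzymes alone at 57.5 uM final; readout was AmpLite Red fluorescence (525/598 nm) after 20 min at RT.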
a7 integrin act: integrin-mediated muscular dystrophy alleviation activation | 350,000 tested, 0.064% active | alpha7betagal myoblasts, beta-gal FDG fluorescence, 48 h | Potency, µM (series often up to 38.3 µM), for the others: top-dose activation, actives largely listed as activators;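 note: potency is the fitted concentration of half-maximal effect; 100% = response of the positive control SU9516; nearly all actives have a fitted effect of over 60% in size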
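alpha7betagal+/- myoblasts (passage 13, 250/well) treated 48 h at 37C with compounds at 1:260 dilution of DMSO stock. Lysed, then beta-galactosidase activity read as FDG fluorescence (ex 480/em 540) after 30 min, with pre-read for autofluorescence.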
Menin-MLL TR inh: menin-MLL binding inhibition, Texas Red mutant peptide; 270,000 tested, 0.23% active; Menin + Texas Red MLL mutant peptide, fluorescence polarization; O00255; Potency, µM (series often up to 61.6 µM), inactives show at the top dose FP activity change, negative = inhibition, usual class: inhibitors; active = well fitted inhibition curve with a large enough effect in the polarisation, with a control signal flat, not every such curve was filed as active; inconclusive = small, poorly fitted or top-dose-only effect, or effect the other way, or a change in a side signal; inactive = no such curve, though single readings can be large or run the other way; the % refers to the polarisation; note: potency is the fitted concentration of half-maximal effect; % of control where 0% means no effect; many of its hits are not listed in these tables
B2AR arrestin: recruits beta-arrestin to the human beta2-adrenergic receptor. 330,000 tested, 0.02% active. Potency, µM (doses to about 46.1 µM), for inactives: at the top dose activation, most hits filed as activators. AID 492947. beta-arrestin recruitment to beta2AR, cell-based reporter;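 note: potency is the fitted concentration of half-maximal effect; 0% = DMSO controls and full agonism = EC100 isoproterenol or metaproterenol; nearly all actives have a fitted effect of over 65% in size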
Chronic BCR inh: chronic active BCR signaling inhibition. AID 493014. ABC-DLBCL IkBa-CBG/CBR reporter, luminescence ratio, 4 h. 340,000 tested, 0.05% active. Potency, µM (doses to about 46.1 µM), for the others: at the highest dose ratio change, negative = lower green/red ratio, usual class: inhibitors; active = well fitted inhibition curve with a large enough effect in the signal ratio, with a control signal flat, not every such curve was filed as active; inconclusive = small, poorly fitted or top-dose-only effect, or effect the other way, or a change in a side signal; the % refers to the signal ratio;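 note: potency is the fitted concentration of half-maximal effect; plate controls were basal doxycycline-induced cells for no effect and cells given 10 µM MG132 for full effect; MG132 reads +100%, hits lower the ratio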
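TMD8 human ABC-DLBCL cells with doxycycline-inducible IκBα–green luciferase fusion and unfused red luciferase, in 0.5% FBS medium; compounds up to 46 uM, 4 h at 37C. Green/red luminescence ratio, filter-overlap corrected, fitted to concentration-response curves.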
PTAP TSG101 blk: blocks PTAP/TSG101 interaction to inhibit HIV-1 budding; Q99816; Fluorescence polarization, FITC-PTAP peptide / Tsg101 binding; Potency, µM (doses to about 115 µM), inactives show top-dose activity change, negative = inhibition, actives largely listed as inhibitors; 340,000 tested, under 10 active; active = well fitted inhibition curve with a large enough effect in the main read-out, with a control signal flat, not every such curve was filed as active; inconclusive = small, poorly fitted or top-dose-only effect, or effect the other way, or a change in a side signal; inactive = no such curve, though single readings can be large or run the other way; note: potency is the fitted concentration of half-maximal effect; % of control where 0% means no effect
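Tsg101 binding domain (10 uM final) was mixed with compound and a FITC-labeled PTAP peptide (50 nM final) in HEPES pH 7.5 buffer with NaCl, Tween 20, EDTA and TCEP; fluorescence polarization was read after 20 min at r.t.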
GALK inh: blocks human galactokinase activity; P51570; Purified GALK, Kinase-Glo residual ATP luminescence; Potency, µM (highest dose often 57.5 µM), for inactives: at the highest dose activity change, negative = inhibition, hits mostly inhibitors; 270,000 tested, 0.007% active; AID 1868; note: potency is the fitted concentration of half-maximal effect; % is set by controls: 0 for no effect and ±100 for the full control effect
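Human GALK (5 nM) with 35 uM ATP and 100 uM galactose in 20 mM HEPES pH 8.0, 5 mM MgCl2, 60 mM NaCl, 1 mM DTT, 0.01% BSA. After 1 h at room temperature, leftover ATP was read by Kinase-Glo Plus luminescence.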
* hit, by the source's call; ? = inconclusive; . = no result given; & = joins results of further samples; [ ] = dose if it differs, or a comment. Unless noted, calls come from the whole dose curve; as a rule, active = well fitted curve in the direction sought with a large enough effect; inconclusive = small, poorly fitted or top-dose-only effect, or another doubt; inactive = no such curve, though single readings can be large; an effect the other way counts as inactive or inconclusive.

SMILES	Tb PFK inh	PKM2 act	S-ASM inh	Giardia kill	Coupling enz	a7 integrin act	Menin-MLL TR inh	B2AR arrestin	Chronic BCR inh	PTAP TSG101 blk	GALK inh
Cc1cnc(C(=O)OC(C)C(=O)Nc2cccc3ccccc23)cn1 (stereo not drawn)	7%	.	-2%	20	.	19%	.	-0.2%	0%	-1%	.
Cc1ccc(SCCC(=O)Nc2cc(C)on2)cc1	-3%	-2%	1%	16	4	0%	-14%	0.3%	14%	0%	-1%
O=C(NCC1CC1(Cl)Cl)Nc1ccc(Cl)c(Cl)c1 (stereo not drawn)	-9%	-3%	-5%	18	-6	-1%	?	-0.2%	?	1%	-3%
Cc1ccc(C)c2[nH]c(=O)c(CN(CCN3CCCC3)C(=O)Nc3cccc(Cl)c3)cc12	0%	?	-5%	6	2	-60%[inhibitor]	11%	0.1%	-6%	1%	0%
C=C1CCN(C(C)C(=O)OC)S(=O)(=O)c2ccccc21 (stereo not drawn)	0%	-9%	3%	18&-14	1&2	20%	8%	-0.3%	-1%	-6%	2%
CCNC(=O)c1ccc(C23CC4CC(CC(C4)C2)C3)o1	1%	-1%	-3%	-3	0	15%	-23%	-0.8%	?	-1%	0%
CCCn1nnnc1NC(=O)c1cccs1	0%	1%	1%	0	-1	-5%	-10%	0.0%	-5%	-1%	.
CCn1c2ccc(C)cc2c2nnc(NN)nc21	-4%	4%	-3%	-11	-6	-29%	-13%	-0.9%	5%	0%	2%
COC(=O)/C(C(C)=O)=C(/C=C/C=C/N(C)C)N(C)C	-3%	-2%	-4%	-6	0	16%	-2%	-2.1%	29%	-4%	0%
Cc1c(Br)c(=O)oc2c(C)c(O)ccc12	-3%	-2%	.	8	0	20%	3%	-0.5%	4%	0%	2%
CCn1c(SCC(=O)Nc2cccc(C(C)=O)c2)nnc1C(C)C	1%	-1%	3%	31[activator]	3	-14%	8%	0.0%	2%	2%	0%
C[C@H](NC(=O)c1ccco1)C(=O)Nc1ccc2c(c1)OCO2	-4%	-16%	3%	1	-4	5%	-4%	-0.2%	-5%	5%	3%
O=C1CN(C(=O)COC(=O)CNS(=O)(=O)/C=C/c2ccccc2)c2ccccc2N1	1%	-6%	1%	3	1	?	-3%	0.2%	2%	-8%	12%
CCOc1ccccc1CN1CCNC(=O)C1CC(=O)NCc1ccccn1 (stereo not drawn)	1%	3%	8%	-11	.	28%	.	0.1%	1%	-6%	4%
COc1ccccc1NC(=O)Cc1nnc(SCC(=O)Nc2nccs2)n1C	-1%	4%	-2%	-7	2	6%	3%	-0.1%	8%	-7%	-2%
Cc1cc(C(=O)NCCc2ccc(Cl)cc2)no1	-9%	0%	1%	-14	-2	2%	1%	0.4%	?	-4%	3%
O=C(CCCCCn1c(=S)[nH]c2ccc(N3CCOCC3)cc2c1=O)NCc1ccc(Cl)cc1	-1%	-3%	58%[activator]	-3	1	-16%	29%	0.3%	-6%	1%	-1%
Cc1cc(-c2nc(C)c(-c3nnc(SCC(=O)Nc4cc(Cl)cc(Cl)c4)n3C)s2)no1	-12%	1%	19%	-8	6	-20%	.	0.2%	-2%	-1%	1%
c1cnc2c(Oc3ncnc4sccc34)cccc2c1	1%	-2%	-1%	-6	2	5%	1%	-0.1%	?	-3%	-2%
COc1ccc(-c2ccc(=O)n(Cc3cccc([N+](=O)[O-])c3)n2)cc1	-4%	-1%	0%	-14	0	24%	-8%	-0.2%	?	-5%	-3%
COc1cccc(NC(=S)Nc2cc(C)cc(C)n2)c1	4%	0%	-2%	-2	0	-8%	.	-0.4%	-16%	-2%	-1%
CCOc1ccc(NC(=O)c2cc3ccccc3cc2O)cc1	3%	0%	?	-5	0	15%	?	-0.7%	?	1%	-1%
COc1ccc(NC(=O)NCc2ccccc2F)cc1OC	2%	5%	-2%	-10	-1	4%	16%	0.0%	-12%	0%	0%
O=C(CN1CCN(Cc2ccc(F)cc2Cl)CC1)NCc1ccccc1	2%	0%	-3%	-2	0	?	-9%	-0.5%	-18%	-8%	-5%
COc1ccc([N+](=O)[O-])cc1NC(=O)c1ccc(N2C(=O)CCC2=O)cc1	2%	2%	-3%	?	-8	18%	.	-0.5%	-2%	-2%	0%
CCOC(=O)C1(CCCc2ccccc2)CCN(C(=O)c2ocnc2C)CC1	3%	-1%	6%	-9	-3	-11%	?	0.1%	-12%	-4%	6%
CCOC(=O)N1CCC(NCCNC(=O)c2cccs2)CC1	0%	-2%	-3%	0	4	7%	4%	-0.5%	?	0%	-2%
COCCN(Cc1ccccc1)C(=S)Nc1ccc(OC(F)F)cc1	0%	-3%	0%	-12	-2	8%	-9%	-0.3%	-1%	1%	1%
O=C(Nc1nnc(-c2ccco2)s1)c1ccccc1	-5%	3%	-6%	5	1	4%	?	0.5%	.	-8%	-3%
N#Cc1ccc(C(=O)OCC(=O)N2CCCC2)cc1	-16%	1%	3%	-1	0	5%	-2%	0.4%	9%	-1%	1%
CC(C)(CNC(=O)C1c2ccccc2-c2ccccc21)N1CCOCC1	2%	.	-1%	16	1	34%	-17%	7.4%	-1%	1%	-3%
COc1ccc(C2C3=C(CCCC3=O)Nc3nc(SCc4ccc(C(=O)O)cc4)nn32)cc1OC (stereo not drawn)	-2%	0%	358%[activator]	2	3	10%	-2%	-0.3%	13%	-7%	1%
Cc1sc(-c2ccncc2)nc1OC(=O)c1ccccc1	-1%	-12%	-4%	-5	-6	24%	-14%	-0.1%	?	-5%	0%
NN1C(=O)NC(c2ccccc2)(c2ccccc2)C1=O	-2%	2%	3%	-3	2	-33%	-1%	0.0%	1%	0%	-2%
CSc1ccc(C(=S)N2CCCC2)cc1	-9%	-8%	-1%	7	4	?	-18%	1.0%	5%	1%	-2%
CCCn1c(O)c(CN2CCCC(C)C2)c(C)c(C#N)c1=O (stereo not drawn)	-9%	-1%	6%	1	-28	2%	-10%	-0.1%	2%	-19%	-3%
CCC(=O)Nc1cccc(NC(=S)NC(=O)c2cc3ccccc3o2)c1	5%	-3%	-1%	-20	2	-2%	?	-0.1%	?	1%	-1%
COCCn1c(C)cc(C(=O)CN2C(=O)NC3(CCCCCC3)C2=O)c1C	-2%	.	1%	-14	.	21%	.	0.1%	0%	0%	.
CCc1ccc2c(c1)C(C)=CC(C)(C)N2	3%	6%	85%[activator]	6	-17	-13%	0%	-0.2%	0%	-5%	1%
C/C(=N\NC(=O)c1ccccc1OCc1ccc(F)cc1)c1ccccn1	-1%	.	-2%	-18	.	-87%[inhibitor]	.	-0.1%	?	-3%	.
O=C1NC(=Nc2ccccc2)c2ccc([N+](=O)[O-])cc21	-3%	3%	7%	-21	0	34%	8%	-1.2%	1%	-4%	0%
CCC1(CC)C(=O)C2=C3C1[C@H](C(=O)OC)CC(C(=O)OC)C[C@H]3[C@H]1C(=O)N(c3ccccc3)C(=O)[C@H]1[C@H]2C (stereo partly drawn)	.	.	-2%	3&-1	3	12%	-11%	.	.	4%	.
C/C(=N\NC(=O)c1cc2ccccc2cc1O)c1cccs1	26%	.	-5%	-20	-4	?	?	0.0%	-7%	-1%	-8%
O=C(NCCN1CCN(c2ccccc2)CC1)C1(S(=O)(=O)c2ccc(Cl)cc2)CC1	-7%	-5%	1%	-12	3	0%	2%	0.3%	6%	1%	1%
CCOC(=O)c1c(NC(=O)CSc2nnc(-c3cccnc3)o2)sc2c1CCC2	-2%	-2%	-2%	-15	1	-7%	-6%	-0.1%	5%	-9%	1%
CC(C)Nc1nnc(SCC(=O)N2CCN(C(=O)c3ccco3)CC2)s1	0%	.	4%	15	.	-18%	.	-0.3%	?	-1%	.
Nc1c2c(nn1-c1ccccc1)CCC2	-2%	.	6%	32[activator]	2	10%	-12%	0.2%	?	-9%	13%
C/C(=N\NC(=O)c1ccncc1)c1ccc(N(C)C)cc1	-11%	-3%	2%	-1	-3	1%	3%	-0.2%	?	0%	1%
CCOc1ccc(NC2OC(C)C(O)C(O)C2O)c([N+](=O)[O-])c1 (stereo not drawn)	1%	-7%	-3%	0	-4	20%	-6%	0.2%	-10%	-7%	-1%
COc1cccc(/C=N/NC(=O)CC(=O)NCCc2ccc(OC)c(OC)c2)c1	-3%	-4%	0%	5	-1	-19%	2%	-0.7%	?	-7%	2%

A portion of the library; the hit share may differ from the screen's.
